DENV2 CPE: DENV2-induced cell death inhibition; DENV2-infected cells, cytopathic effect rescue, plate reader; CPE inhibition, % at 9.99 µM; 350,000 tested, 1.7% active; in the data active = CPE inhibition above about 20%, passing the limit was not always enough; inconclusive = no clear call, values can overlap the other calls; tested in BHK-21 cells;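 also: 0% = median of neutral control wells and 100% = median of positive control wells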
PAX8 reporter: inhibitors of PAX8 transcriptional activity in RMG-I cells | inhibition, % at 12.6 µM | RMG-I TPO-luciferase reporter, SteadyGlo, 24 h | 360,000 tested, 1.2% active;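 active = mean replicate inhibition at least 60% with every replicate also reaching 60%; inconclusive = only one of the two criteria is met; inactive = mean below 60% and not all replicates reaching 60%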;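 also: luciferase light reporting Pax8 driven TPO promoter activity; plate controls were median of neutral control wells for no effect and mitoxantrone controls for full effect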
GSIS activator: GLuc luminescence reporter in INS-1E cells, primary screen for activators of glucose-dependent secretion of insulin. INS-1E GLuc reporter insulin secretion, 2-3 h. activation, % at 16.6 µM. 370,000 tested, 0.61% active;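 active = lowest replicate activation of at least 40%, so every replicate reaches that level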;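 also: 0% = median of neutral control wells and 100% = median of IBMX positive control wells; some compounds called inactive have numbers as strong as hits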
miR122 inh: miR-122 inhibition in Huh7 cells; Huh7 miR-122 Renilla luciferase sensor, 48 h; neutral wells = 0, positive control = 100; activation (reporter increase), % at 12.5 µM; 340,000 tested, 0.3% active; AID 602342;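 active = mean replicate activation score at least 90 and every replicate individually at or above 90; inconclusive = only one of the two criteria met; inactive = neither criterion met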;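 also: higher luciferase means less miR-122 activity so hits act as miR-122 inhibitors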
FN deposit inh: fibronectin deposition inhibition. inhibition, % at 12.6 µM. AH1F fibroblasts, Alexa488-fibronectin deposition fluorescence, overnight. 350,000 tested, 0.086% active;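 active = mean inhibition across replicates of 30% or more, regardless of how many single replicates reach that level; inconclusive = mean under 30% yet at least half of replicates reach 30%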;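 also: positive control wells lacked labelled fibronectin entirely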
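Material: AH1F fibroblast monolayer depositing Alexa488-labelled fibronectin into matrix | Input: 10000 AH1F cells/well | Medium: DMEM plus 2% serum, read in PBS | Reagent: Alexa488-fibronectin, 24 nM final in well | Compound dosing: One dose per compound, pinned | Schedule: 1 h adhesion, overnight exposure | Measured by: Fluorescence at 485 nm excitation, 525 nm emission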
F508del corr: correctors of CFTR F508del function in bronchial epithelial cells. CFBE cells, YFP halide quenching; stimulated with forskolin plus potentiator P3; % fluorescence drop versus neutral controls. AID 720511. 350,000 tested, 0.36% active. activity (quench increase), % at 7.58 µM;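 active = mean added fluorescence quench of at least 8% versus neutral control, with both replicates also reaching 8%; inconclusive = only one of the mean or replicate conditions met; inactive = mean below 8% and not both replicates reaching 8%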;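 also: cells transiently co-express mutant CFTR-F508del with the halide-sensitive YFP; corrector assay measuring rescue of mutant channel to the surface after 24 h compound exposure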
EWS-Fli inh: blocks EWS/Fli oncoprotein-driven transcription; 350,000 tested, 0.67% active; A673 NR0B1-luciferase reporter, viability-normalised; inhibition, % at 12.6 µM;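 active = mean inhibition of at least 50% after viability correction, with every replicate also passing that limit; inconclusive = mean reaches 50% but only one of two replicates passes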;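 also: firefly luciferase signal divided by Alamar Blue viability fluorescence both relative to DMSO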
Starred values were filed as active, the others as inactive; ? = inconclusive; · = no result given; [ ] = another dose, or the depositor's remark.

SMILES	DENV2 CPE	PAX8 reporter	GSIS activator	miR122 inh	FN deposit inh	F508del corr	EWS-Fli inh
CCn1c(=O)c(C(=O)CN2c3ccccc3CC2C)c(N)n(Cc2ccccc2)c1=O (stereo not drawn)	4	16	·	0	1	·	0
COc1ccc(-c2cn3cccnc3n2)cc1NC(=O)c1ccc(Br)o1	·	·	10	2	8	·	·
O=C(CN1CCN(c2ccccc2O)CC1)NC(=O)NCc1ccco1	-2	8	8	·	-1	·	20
Cc1cc(NC(=O)/C=C/c2ccco2)ccc1NC(=O)c1ccccc1	12	-15	-8	1	·	·	-13
COc1cccc(C(=O)Nc2ccc3nc4n(c(=O)c3c2)CCCC4)c1	18	-46	3	-10	-4	-0.5	-91
C/C(=N\OCC(=O)NC12CC3CC(CC(C3)C1)C2)c1cc2ccccc2o1	·	-1	-21	0	0	-0.7	3
C[C@@H]1CN([C@@H](C)CO)C(=O)Cc2cc(NC(=O)c3ccncc3)ccc2O[C@@H]1CN(C)Cc1ccc(C(=O)O)cc1	8	-3	37	-1[16.7 µM]	·	-1.4	-2
CC1(C)Cc2nc3oc4c(=O)n(CC(=O)Nc5ccccc5)cnc4c3cc2CO1	1	-6	5	3	7	0.6	-25
C[C@H](CO)N1C[C@H](C)[C@H](CN(C)S(C)(=O)=O)Oc2ccc(NC(=O)Nc3ccc(F)cc3)cc2C1=O	0	-18	21	-4[16.7 µM]	·	0.3	-4
CN(C)S(=O)(=O)Oc1ccc(C(=O)Nc2cccc(C(F)(F)F)c2)cc1	-13	-1	-14	·	-18	-4.2	7
O=S(=O)(Nc1ccc(Cl)cn1)c1ccc(F)cc1	-3	14	-9	17	0	3.8	-9
CC(C)Sc1sc(C(=O)O)c(-c2ccc(Cl)cc2)c1C#N	3	-5	1	·	1	-1.1	9
CCOc1ccc(/C=N/NC(=O)C2CCCC2)c(OCC)c1	3	30	32	7	13	1.4	·
COc1cccc(-c2cc3nc(C)c(C)c(N4CCN(C(=O)c5ccoc5)CC4)n3n2)c1	0	-2	-48	-11	-1	0.1	13
Cc1ccccc1S(=O)(=O)N1CC[C@@H]2[C@H]1c1cc(-c3ccc(C#N)cc3)ccc1N(C)[C@H]2CO	27*	-14	17	-2[16.7 µM]	-16	4.5	6
CCCN1C[C@@H](C)[C@H](OC)CN(C)C(=O)c2cc(NC(=O)C3CCC3)ccc2OC[C@@H]1C	·	2	-1	5[16.7 µM]	-6	6.1	1
Cc1ccccc1-c1cc(C(=O)NCc2cccc(Br)c2)nn1CC1CC(c2cccc([N+](=O)[O-])c2)=NO1 (stereo not drawn)	34*	19	6	·	-4	-1.7	15
C[C@@H]1CN([C@H](C)CO)C(=O)Cc2cc(NC(=O)Nc3cccc4ccccc34)ccc2O[C@H]1CN(C)CC1CC1	2	·	12	-3[16.7 µM]	-17	-1.9	-9
C[C@@H]1CN([C@@H](C)CO)C(=O)c2cccc(NC(=O)c3cnccn3)c2O[C@@H]1CN(C)Cc1ccc(Cl)c(Cl)c1	-9	9	-23	-6[16.7 µM]	·	3.2	-5
O=C(Cn1c(=O)n(Cc2ccco2)c(=O)c2c3c(sc21)CCCCC3)Nc1ccccc1	·	·	-17	6	-15	·	·
CN(C)CC(=O)N[C@@H]1C=C[C@@H](CC(=O)NCCN2CCCCC2)O[C@H]1CO	4	12	0	·	-6	2.7	-2
COCCn1c(SC(C(=O)Nc2cc(C)ccc2OC)c2ccccc2)nnc1-c1ccc(Cl)cc1 (stereo not drawn)	·	5	6	·	2	-2.3	-7
Cc1noc(C)c1S(=O)(=O)N1CCC(C(=O)Nc2ccc(OC(F)(F)F)cc2)CC1	·	10	·	9	1	·	·
O=C(CSc1nc2ccccc2c(=O)n1CCC(=O)N1CCN(c2ccccc2)CC1)NCC1CCCO1 (stereo not drawn)	1	19	2	3	-13	0.7	9
O=C(CNC(=O)C1COc2ccccc2O1)N/N=C\c1ccc(Cl)cc1 (stereo not drawn)	-7	25	-36	-1	12	-1.2	3

The results go on.
SMILES	DENV2 CPE	PAX8 reporter	GSIS activator	miR122 inh	FN deposit inh	F508del corr	EWS-Fli inh
COc1ccc(NC(=O)N(C)C[C@H]2Oc3ccc(NS(=O)(=O)c4cn(C)cn4)cc3C(=O)N([C@@H](C)CO)C[C@H]2C)cc1	11	·	1	-6[16.7 µM]	·	1.2	-8
COc1cc(Cn2c(=O)oc3ccc(C)cc32)ccc1OC(C)C	·	-13	-16	-1	8	·	·
CN(c1cccc2cccnc12)S(=O)(=O)c1ccccc1	-4	-7	13	-23	-4	0.8	-18
COc1cccc(C(=O)NCC(=O)OC(C)C(=O)NC23CC4CC(CC(C4)C2)C3)c1 (stereo not drawn)	8	·	-30	-11	2	-2.7	5
CCC(=O)NNC(=S)NC(=O)c1ccc(C)cc1	·	-92	11	·	-5	-1.3	-3
C[C@@H]1CCCCO[C@H](CN(C)Cc2ccc3c(c2)OCO3)[C@@H](C)CN([C@H](C)CO)C(=O)c2cc(NC(=O)Nc3ccccc3)ccc2O1	-3	-25	-4	7[16.7 µM]	-2	0.4	-4
CCCNC(=O)C[C@H]1CC[C@H]2[C@@H](COc3ccc(NC(=O)c4ccccc4)cc3C(=O)N2C)O1	-3	-1	-5	-5[16.7 µM]	10	3.4	-1
CCCC(C)NC(=O)Cn1c(=O)c2c(ncn2CCC(C)C)n(Cc2ccccc2)c1=O (stereo not drawn)	-5	28	4	2	0	-1.4	1
O=C(C[C@H]1CC[C@@H]2[C@H](COC[C@H](O)CN2C(=O)Nc2ccc(Cl)c(Cl)c2)O1)NCc1ccc(Cl)cc1	-6	14	-29	-9[16.7 µM]	-13	0.6	-1
C/C=C/c1ccc([C@@H]2[C@H]3CN(C(=O)Nc4cc(F)ccc4F)CCCCN3[C@H]2CO)cc1	-34	15	-1	-5[16.7 µM]	·	-3.6	-9
CCOC(=O)n1c(=O)n(C)c2ccc(Br)cc21	-2	-8	5	0	5	4.1	-9
COc1cc(CCN=Cc2cccc(OC)c2O)c([N+](=O)[O-])cc1OC	1	23	7	·	12	-0.4	-4
COc1ccc2c3c([nH]c2c1)[C@@H](CO)NCC31CCN(C(=O)Nc2ccc(F)cc2)CC1	7	·	12	·	·	1.9	-2
COc1cccc(S(=O)(=O)Nc2ccc3c(c2)C(=O)N(C)C[C@@H](OC)[C@@H](C)CN(Cc2ccccc2F)[C@@H](C)CO3)c1	-9	27	-12	·	-3	0.7	10
C[C@H]1CN([C@@H](C)CO)C(=O)Cc2cc(NC(=O)Nc3cccc4ccccc34)ccc2O[C@@H]1CN(C)S(C)(=O)=O	-3	10	0	2[16.7 µM]	·	3.4	·
Clc1ccccc1CSc1nnc([C@@H]2CCCN2)o1	-4	4	-2	-7	6	-2.0	8
COc1cc(OC)cc(-c2nnc(SCC(=O)Nc3ccc(C(=O)O)cc3)s2)c1	-3	-5	1	4	-4	7.0	2
COc1ccc(CNC(=O)CN2C(=O)NC(Cc3ccccc3)(c3ccccc3)C2=O)cc1OC (stereo not drawn)	-4	3	-18	-5	6	4.7	-4
CC1CCCCN1C(=S)NC(=O)c1cc(Br)ccc1Cl (stereo not drawn)	3	-14	-5	-3	-2	-4.4	10
O=C(C[C@H]1C=C[C@H](NS(=O)(=O)c2ccccc2)[C@@H](CO)O1)N1CCc2ccccc2C1	-3	9	4	·	·	-1.4	-15
C/C(=N\NC(=O)c1cc(-c2ccc(C)s2)[nH]n1)c1ccco1	-2	-20	29	·	-3	1.4	-58
CCN(CC)S(=O)(=O)c1ccc(NC(=O)CSc2cccc[n+]2[O-])cc1	2	·	·	-5	·	0.6	-2
COc1ccc(Cl)cc1C(=O)NNC(=O)c1cc2ccccc2o1	-4	-13	-4	-6	·	-2.5	-10
C[C@@H]1CN([C@@H](C)CO)C(=O)CCCn2cc(nn2)CO[C@@H]1CN(C)C	·	-9	-6	-3[16.7 µM]	11	5.5	-1
C[C@H](CO)N1C[C@H](C)[C@H](CN(C)C(=O)Cc2ccccc2)Oc2ncc(-c3ccc(F)cc3)cc2C1=O	?	·	-7	14[16.7 µM]	·	1.0	-13

Grouped by structure: those above containing bromine
SMILES	DENV2 CPE	PAX8 reporter	GSIS activator	miR122 inh	FN deposit inh	F508del corr	EWS-Fli inh
COc1ccc(-c2cn3cccnc3n2)cc1NC(=O)c1ccc(Br)o1	·	·	10	2	8	·	·
Cc1ccccc1-c1cc(C(=O)NCc2cccc(Br)c2)nn1CC1CC(c2cccc([N+](=O)[O-])c2)=NO1 (stereo not drawn)	34*	19	6	·	-4	-1.7	15
CCOC(=O)n1c(=O)n(C)c2ccc(Br)cc21	-2	-8	5	0	5	4.1	-9
CC1CCCCN1C(=S)NC(=O)c1cc(Br)ccc1Cl (stereo not drawn)	3	-14	-5	-3	-2	-4.4	10

(list continues)
SMILES	DENV2 CPE	PAX8 reporter	GSIS activator	miR122 inh	FN deposit inh	F508del corr	EWS-Fli inh
O=C(COC(=O)c1ccccn1)Nc1nc(-c2ccccc2)cs1	8	-53	-3	-4	-1	-2.5	-59
CC(=O)Nc1ccc(S(=O)(=O)N2CCN(CCN3CCOCC3)CC2)cc1Cl	1	19	-14	·	0	0.3	4
CCCC#Cc1cnc2c(c1)C(=O)N([C@H](C)CO)C[C@H](C)[C@@H](CN(C)C(=O)Cc1cccnc1)O2	-6	·	-2	6[16.7 µM]	-16	0.7	-3
O=C(CN(c1ccccc1)S(=O)(=O)c1ccccc1)N/N=C/c1ccco1	·	13	0	·	1	·	·
O=C(COC(=O)/C=C/c1ccccc1)NCCc1ccc(F)cc1	2	10	11	11	1	0.0	5
COc1ccc(OC)c(CN2C(=O)CSCC2(C)C(=O)Nc2c(C)cccc2C)c1 (stereo not drawn)	-7	1	-2	·	3	0.7	0
O=C(C[C@@H]1C[C@@H]2c3cc(NC(=O)NC4CCCCC4)ccc3O[C@@H]2[C@H](CO)O1)NCC(F)(F)F	1	-12	34	1[16.7 µM]	·	-3.2	2
O=C(C1=C(O)C(=O)N(CCCn2ccnc2)C1c1cccc(Br)c1)c1ccco1 (stereo not drawn)	-1	-11	5	·	·	-0.2	·
Cc1ccccc1NC(=O)CSc1nnc(-c2ccco2)n1N	5	-4	24	·	5	1.0	1
COc1ccc(CNc2nc3ccccc3n2C(C)C)cc1	-3	5	2	-5	1	-2.7	5
O=C(NCC[C@@H]1CC[C@H](NS(=O)(=O)Cc2ccccc2)[C@@H](CO)O1)C1CCOCC1	11	-12	13	·	·	1.1	-6
COc1ccc(/C=C/C(=O)NC(=S)Nc2ccc(S(N)(=O)=O)cc2)cc1OC	0	14	44*	-10	-1	3.4	-3
CN(C)C(CNC(=O)c1cccc(S(=O)(=O)N2CCN(c3ccc(F)cc3)CC2)c1)c1ccccc1 (stereo not drawn)	5	37	-50	-16	-11	0.3	27
O=S(=O)(c1ccc(NC(=S)N/N=C/c2c3ccccc3cc3ccccc23)cc1)N1CCOCC1	0	-8	12	·	7	·	3
CN(Cc1ccco1)S(=O)(=O)c1nnc(NC(=O)c2ccc(F)cc2)s1	4	-17	16	·	12	-2.1	·
CCOc1cc(C=NN=C2c3ccccc3-c3ccccc32)ccc1O	-1	9	3	·	·	0.7	13
COCC#Cc1ccc([C@@H]2[C@H]3CN(C(=O)CN(C)C)CCCCN3[C@H]2CO)cc1	2	0	12	14[16.7 µM]	·	-0.1	-11
CO[C@H]1CN(C)C(=O)c2cc(NC(=O)C3CCC3)ccc2OC[C@H](C)N(Cc2ccccn2)C[C@@H]1C	-3	-1	0	·	-17	-1.8	5
CCn1cc(C(=O)Nc2ccc(NC(=O)c3ccco3)cc2)c(=O)c2ccc(C)nc21	-8	26	6	-6	0	·	-5
CC(C)(C)OC(=O)N1CCC[C@@H]1C(=O)N1CCC[C@H]1C(=O)NCc1ccccc1	10	0	-16	·	9	-0.8	-8
